mcGAS MS inh: inhibitors of Mus musculus cyclic GMP-AMP synthase, initial high-throughput assay, cell-free, RapidFire MS; inhibition, % at 12.5 µM; 130,000 tested, 0.18% active; recombinant mouse cGAS, cGAMP by RapidFire MS; AID 1259397, 2018;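 active = inhibition of cGAS enzyme activity at or above 60%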;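 note: enzyme stimulated by 45 bp dsDNA with ATP and GTP substrates; cGAMP share of summed cGAMP plus half ATP and half GTP signals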
Target sequence (Q8C6L5 whole entry, looked up): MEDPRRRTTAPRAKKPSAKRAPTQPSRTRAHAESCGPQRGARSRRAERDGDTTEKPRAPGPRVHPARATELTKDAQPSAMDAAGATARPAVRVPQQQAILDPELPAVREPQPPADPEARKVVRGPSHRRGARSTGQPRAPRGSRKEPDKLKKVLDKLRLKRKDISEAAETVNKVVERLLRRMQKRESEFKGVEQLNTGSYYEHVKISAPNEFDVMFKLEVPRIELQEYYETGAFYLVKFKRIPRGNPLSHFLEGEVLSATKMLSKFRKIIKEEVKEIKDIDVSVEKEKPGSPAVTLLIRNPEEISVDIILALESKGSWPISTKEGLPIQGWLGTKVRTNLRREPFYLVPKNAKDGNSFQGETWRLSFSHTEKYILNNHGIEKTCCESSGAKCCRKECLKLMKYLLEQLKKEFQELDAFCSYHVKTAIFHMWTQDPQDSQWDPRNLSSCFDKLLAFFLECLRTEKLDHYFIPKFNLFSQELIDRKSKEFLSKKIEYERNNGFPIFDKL
* = called active by the depositor; & = joins results of further samples.

SMILES | mcGAS MS inh
CC1CN=C(Nc2cc([N+](=O)[O-])ccc2Cl)S1 (centres undefined) | -9
O=C(O)C1C2CCC3(COC(=O)C13)O2 (centres undefined) | -3
Cc1ccnc(CC(C)N(C)Cc2ccc(Sc3nncn3C)o2)c1 (centres undefined) | -10
O=C1CCCC2C3CC(CN12)[C@@H]1CCCCN1C3 (some centres undefined) | -10
Cc1ccc(Cn2ccccc2=N)cc1 | -4
O=C(c1ccc2ncsc2c1)N1C[C@H](c2ccccc2)[C@@H]2[C@H]1C1CCN2CC1 | -5
Cc1ccccc1-n1cc(C2=CCN(CC(=O)Nc3ccn(C)n3)CC2)cn1 | -7
CN1C(=O)C2(CCCN(Cc3cccnc3N)C2)c2ccccc21 (centres undefined) | -12
c1ccc(-c2ccc(CNC3CN4CCC3CC4)cc2)cc1 (centres undefined) | -10
O=C(Cn1cc(C(F)(F)F)ccc1=O)N1CCC2(CCCNC2)C1 (centres undefined) | -7
Cc1ccnc(CC(C)N(C)Cc2ccc(C#CC(C)(C)O)s2)c1 (centres undefined) | -7
CC(=O)N1CC[N+](C)(C)CC1 | -13
CCOP(=O)(CCCC(=O)O)OCC | -22
O=C(O)[C@]12CNC[C@H]1CN(c1cccc(Cl)n1)C2 | 6
CN1CCc2nc(N)c(C#N)c(-c3ccccc3Cl)c2C1 | -8
Cc1nc(C)c(CC(=O)N2CCCC(N3CCN(c4ccccc4C)CC3)C2)s1 (centres undefined) | -5
CCC1(c2ccc(N)cc2)CCC(=O)NC1=O (centres undefined) | -20&-2
CCCSc1ncc(CN2C[C@H]3C[C@H](O)[C@@H](O)C[C@H]3C2)cn1 | -11
COc1cc2c(cc1O)[C@@H]1Cc3ccc(OC)c(O)c3CN1CC2 | -2
CN1[C@H]2CC[C@@H]1CN(C(=O)c1cc(=O)[nH]c(=O)[nH]1)CC2 | -12
CCC1(C2=NCCN2)Cc2ccccc2O1 (centres undefined) | 1
NP(N)(=O)NC(=O)c1ccc(F)cc1 | -10
CC(C)Nc1nc(N2CCCC2)nc(N2CC3CC(C2)c2cccc(=O)n2C3)n1 (centres undefined) | -27
CCN(CC)P1(=S)C(N(C)C)=Nc2ccc(Br)cc21 (centres undefined) | 1
CCCN1CCC(NC(C)CCCC(C)C)CC1 (centres undefined) | -13

Following part:
SMILES | mcGAS MS inh
Cc1c(C=NN(C)C)c2ccccc2n1C | -3
CC[N+](CC)(CCCNC1=CC(=O)C(NCCC[N+](CC)(CC)Cc2ccccc2)=CC1=O)Cc1ccccc1 | -13
NCC(CS(=O)(=O)O)c1ccc(Cl)cc1 (centres undefined) | -6
CN1CCC(N(C)c2ccc(N)cc2)CC1 | 4
Cc1cc(CC(C)NCC(=O)Nc2cnccn2)n[nH]1 (centres undefined) | 9
O=C(CN1CC=C(c2ccccc2)CC1)Nc1cccc(S(=O)(=O)NC2=NCCC2)c1 | -4
COCc1cc(CN2CCCC(C(=O)c3sccc3C)C2)ccc1OC (centres undefined) | -4
C=CC[Si]12OCCN(CCO1)CCO2 | -13
Cc1ccc2c(c1)C1(CCN(CCc3nc(-c4ccccc4)oc3C)CC1)OC(=O)N2 | -14
CC(C)(N)C(=O)N1CCC2(CCNCC2)CC1 | -3
Cc1cc(C(=O)NP(=O)(N2CCOCC2)N2CCOCC2)c(C)n1C1CC1 | 0
O=C(N1CCC2(CC1)OCCO2)C(F)(F)F | -18
CCCn1nc2ccccc2c1P(=O)(N1CCOCC1)N1CCOCC1 | -24
CN1CCN(c2ccc(N)cc2)CC1 | -3
Cc1cccc(Cn2cccc(C(=O)Nc3cc(Cl)ccc3C#N)c2=O)c1 | -9
O=S1OCC2C(CO1)C1(Cl)C(Cl)=C(Cl)C2(Cl)C1(Cl)Cl (centres undefined) | -8
CN(C)C(=O)Oc1ccc(OCc2c[n+]3ccccc3n2C)cc1 | -21
Cc1noc(CCN)n1 | -8
CCNc1ncc(C(=O)N2CCC3(CC2)C(=O)NCCN3C)cn1 | -9
O=S(=O)(c1ccc(Cl)s1)N1CC1c1ccccc1 (centres undefined) | -8
CCc1cccc(C)c1N(C(=O)CCl)C(C)COC (centres undefined) | -2
Cc1cc(Cn2cc(Cl)ccc2=N)c2ncccc2c1 | -8
FC(F)(F)c1nnc(N2CCNCC2)s1 | 1
CS(=O)(=O)c1ccc(CC(=O)N2CCN3CCNC(=O)C3C2)cc1 (centres undefined) | -3
CC(=O)O[C@H]1[C@@H]2[C@@H](OC(=O)Cc3ccccc3)[C@@H](C)C[C@]2(OC(C)=O)C(=O)/C(C)=C/[C@H]2[C@H](CC[C@@]13CO3)C2(C)C | -9

Additional records.
SMILES | mcGAS MS inh
Cn1cccc1C=C1C(=O)NC(=S)NC1=O | 49
CCC(NC(=O)c1cnn(C(C)(C)C)c1)c1ccccc1OC (centres undefined) | -3
O=C1CCCN1c1ccc(NC2CN3CCC2CC3)cc1 (centres undefined) | -15
CN1CCN(c2ccc([N+](=O)[O-])cc2C(F)(F)F)CC1 | -6
c1cc2c(c(-c3cnccn3)c1)CCNC2 | -2
O=C(NCC1CN2CCN1CC2)c1cc(Cl)sc1Cl (centres undefined) | -28
C=CCC(=O)N1CCC2(CCNCC2)CC1 | -13
CCC(NCCOC)c1nc2ccccc2c(=O)n1-c1ccc(Br)cc1 (centres undefined) | -7
CCCN1CCC(NC2C3CC4CC(C3)CC2C4)CC1 (centres undefined) | -12
Cc1ccc2c(c1)C(=O)NC1(CCNCC1)N2 | -5
O=C1c2no[n+]([O-])c2C(=O)c2c1no[n+]2[O-] | -10
CC(C)(C)P(=O)(N1CCOCC1)N1CCOCC1 | -11
CCOC(=O)c1nn(-c2ccc(C)cc2)c(=O)cc1N(C)C1CCN(C)CC1 | -8
O=C(CN1CC=C(c2cnn(-c3ccccn3)c2)CC1)NCC1CCCO1 (centres undefined) | -8
COc1cccc([C@@H]2CN(c3cc(OC)ncn3)[C@@H]3C4CCN(CC4)[C@@H]32)c1 | -7
N#CC1C(=N)Oc2c(c(=O)oc3ccccc23)C1c1ccc(N2CCOCC2)c([N+](=O)[O-])c1 (centres undefined) | -9
CC(N)Cc1ccc(O)cc1 (centres undefined) | -14&-10
CN1[C@H]2CC[C@@H]1CN(C(=O)c1cccc(-n3cnnc3)n1)CC2 | -22
CN(C)[C@@H]1C(=O)C(C(N)=O)C(=O)[C@@]2(O)C(=O)C3=C(O)c4c(O)ccc(Cl)c4[C@@](C)(O)[C@H]3C[C@@H]12 (some centres undefined) | -2&16
OC(CN1CC=C(c2ccccc2)CC1)c1cc(F)ccc1F (centres undefined) | -3
CCC1CN(Cc2c(OC)ccc(F)c2F)CCN1C(C)C (centres undefined) | -15
Cc1ncsc1CCN(C)C(=O)c1cn(C)c2ccccc12 | -20
O=C(CCN1CCCCO1)N1C[C@H]2C[C@@H](C1)c1cccc(=O)n1C2 | -8
O=C(Nc1ccccc1C(F)(F)F)c1cccn(Cc2ccc(F)cc2)c1=O | -6
CC1(C)COP(=S)(OC2COC3C(OP4(=S)OCC(C)(C)CO4)COC23)OC1 (centres undefined) | -5

(next part)
SMILES | mcGAS MS inh
CN1C[C@@H]2CC[C@H](CC1=O)N2Cc1cnc(-c2ccco2)nc1 | -26
NC1(c2ccc(Br)cc2)CC1 | -1
C[N+]1(CCC(C(N)=O)(c2ccccc2)c2ccccc2)CCCCC1 | -3
CCCCCCC(C)OC(=O)COc1ccc(Cl)cc1Cl (centres undefined) | -8
Cc1ccc(C)c(NC(=O)c2cc3cccnc3n(Cc3ccccc3F)c2=O)c1 | -11
CNCC(C)c1ccccc1 (centres undefined) | 9
Cc1ccc2sc(N3CCNCC3)nc2c1C | -2
CC1(C)CC2=NN(c3ccccc3)P(=S)(N3CCCCC3)C2=C(N2CCCCC2)C1 (centres undefined) | -31
CCOC(=O)c1cncn1C(C)c1ccccc1 (centres undefined) | -14&2
CC1C(c2cccs2)=[N+]([O-])C(C)(C(=O)c2ccc(F)cc2)N1O (centres undefined) | 2
CCc1cnc(C)nc1N(C)Cc1cnc(NC)nc1 | -17
CCn1cnnc1CCNC(C)Cc1ccccc1F (centres undefined) | -6
COc1cc2c(c(OC)c1OC)CC(N)CCC2 (centres undefined) | 17
O=C1Nc2ccccc2C12CCN(Cc1ccc3c(c1)OCCO3)CC2 | -6
CCC(NCCOC)c1nc2ccccc2c(=O)n1-c1cccc(Cl)c1 (centres undefined) | -6
O=c1c2ccccc2[se]n1-c1ccccc1 | 94*
CC[C@@H](CO)NC(=O)[C@@H]1C=C2c3cccc4[nH]cc(c34)C[C@H]2N(C)C1 | -6&-1&6
O=C1NC(=O)c2c1c1c3ccccc3[nH]c1c1[nH]c3ccccc3c21 | 1
CC(C)Nc1nc(Cl)nc(NC(C)C)n1 | -7
c1cc2c(cc1CCNCc1ccc3c(c1)OCO3)OCO2 | -5
Cc1nn(C(C)(C)C)c(C)c1C(=O)NCC1CCCCCCC1 | -17
O=Cc1ccc(N2CCNCC2)s1 | -5
O=c1c2ccccc2[nH]c(=S)n1CC1(N2CCCCC2)CCCCC1 | 2
O=C(c1ccc(Br)cc1)C12CN3CN(CN(C3)C1)C2 | 4
CC(C)c1c(C(=O)NC2CCCCCC2)cnn1Cc1ccccc1 | 2

Going on with the list:
SMILES | mcGAS MS inh
CCN(CC)C(C)C(=O)c1ccccc1 (centres undefined) | -28
COC(=O)c1ccc(CN2CCCC(C(=O)c3cccc(Cl)c3)C2)cc1 (centres undefined) | -7
NNCc1ccccc1 | -11
Cc1noc(C)c1CN(C)C(=O)C(=O)Nc1ccc(C#N)c(Cl)c1 | -2
C=C(C)CN1CC[C@]23c4c5ccc(O)c4O[C@H]2c2[nH]c4ccccc4c2C[C@@]3(O)C1C5 | -15
C[Se]c1nc2c(c(-c3ccco3)c1C#N)CCCC2 | 23
COC(=O)c1ccccc1NC(=O)c1cccn(Cc2ccccc2)c1=O | -8
CNCC(O)c1ccc(O)cc1 (centres undefined) | -18&-1
CC1CN(CC2CCCN2C(=O)Cc2c[nH]c3ccccc23)CC(C)O1 (centres undefined) | -8
Cc1ccc(C(C)C)c(OC(=O)N(C)C)c1CN(C)C | -3
N=C1c2ccccc2CN1Cc1ccccc1 | -2
CCOC(=O)N1CCC(NC(C)Cc2cc(C)[nH]n2)CC1 (centres undefined) | -14
CCc1csc(CNC(C)Cn2cncn2)n1 (centres undefined) | -12
COc1cccc([C@@H]2CN(C(=O)c3nonc3C)[C@@H]3C4CCN(CC4)[C@@H]32)c1 | -7
CCCCCCCCC(=O)NCc1ccc(O)c(OC)c1 | -10
COc1cccc([C@@H]2CN(CCCn3ccnc3)[C@@H]3C4CCN(CC4)[C@@H]32)c1 | -20
NCCc1c[nH]c2ccc(F)cc12 | 12
C=C[C@H]1CN2CC[C@H]1C[C@@H]2[C@@H](OC(=O)OCC)c1ccnc2ccc(OC)cc12 | -16
O=C(Nc1cccnc1)c1cccn(Cc2c(F)cccc2Cl)c1=O | -5
Cc1cc(Cl)ccc1C(=O)C1CCCN(Cc2ccccc2O)C1 (centres undefined) | -11
N#Cc1ccc(Cl)cc1NC(=O)c1cccn(Cc2ccccc2F)c1=O | -7
Fc1ccc(C2CC(c3cccnc3)=Nc3nnnn32)cc1 (centres undefined) | -6
O=C(NC[C@H]1C[C@H]2C=C[C@H]1C21CC1)c1cn(Cc2ccccc2F)nn1 | -8
Cc1ccc2c(c1)P(=S)(N(C(C)C)C(C)C)C(N(C)C)=N2 (centres undefined) | -7
CNC(C)CC1CCCCC1 (centres undefined) | -9

The closing 3 records of the part before lead into the next:
SMILES | mcGAS MS inh
O=C(NC[C@H]1C[C@H]2C=C[C@H]1C21CC1)c1cn(Cc2ccccc2F)nn1 | -8
Cc1ccc2c(c1)P(=S)(N(C(C)C)C(C)C)C(N(C)C)=N2 (centres undefined) | -7
CNC(C)CC1CCCCC1 (centres undefined) | -9
Oc1cc(Cl)cc(Cl)c1 | 20
O[C@@H]1C[C@H]2CN(Cc3cccc(-c4ccccn4)c3)C[C@H]2C[C@@H]1O | -17
CCOC(=O)C(O)(c1ccc(N(CC)C(=O)OC)cc1)C(F)(F)F (centres undefined) | 2
COc1ccc(C)cc1NC(=O)c1cccn(Cc2ccccc2)c1=O | -8
Nc1ccc(-n2c(=O)[nH]c3ccccc3c2=O)cc1 | 0
COc1ccc(C=NNP(=S)(c2ccccc2)c2ccccc2)cc1OC | -3
Cc1ncc2c(c1CNC(=O)c1cn[nH]n1)CCNC2 | 16
O=C(Cc1c(-c2ccccc2)[nH]c2ccccc12)N1CCN(CCO)CC1 | -5
CN(CC(=O)N1CCN2CCNC(=O)C2C1)Cc1ccncc1 (centres undefined) | -6
Brc1ccc(C2CC(c3cccnc3)Nc3ncnn32)cc1 (centres undefined) | -8
S=C=NCc1ccccc1 | -11
Cc1[nH]cnc1CCN | -9

20 entries from above, sorted by length of the SMILES, largest number first:
SMILES | mcGAS MS inh
C=C[C@H]1CN2CC[C@H]1C[C@@H]2[C@@H](OC(=O)OCC)c1ccnc2ccc(OC)cc12 | -16
COc1cccc([C@@H]2CN(C(=O)c3nonc3C)[C@@H]3C4CCN(CC4)[C@@H]32)c1 | -7
COc1cccc([C@@H]2CN(CCCn3ccnc3)[C@@H]3C4CCN(CC4)[C@@H]32)c1 | -20
O[C@@H]1C[C@H]2CN(Cc3cccc(-c4ccccn4)c3)C[C@H]2C[C@@H]1O | -17
O=C(NC[C@H]1C[C@H]2C=C[C@H]1C21CC1)c1cn(Cc2ccccc2F)nn1 | -8
O=C(Cc1c(-c2ccccc2)[nH]c2ccccc12)N1CCN(CCO)CC1 | -5
CCOC(=O)C(O)(c1ccc(N(CC)C(=O)OC)cc1)C(F)(F)F (centres undefined) | 2
N#Cc1ccc(Cl)cc1NC(=O)c1cccn(Cc2ccccc2F)c1=O | -7
COc1ccc(C=NNP(=S)(c2ccccc2)c2ccccc2)cc1OC | -3
O=C(Nc1cccnc1)c1cccn(Cc2c(F)cccc2Cl)c1=O | -5
Cc1cc(Cl)ccc1C(=O)C1CCCN(Cc2ccccc2O)C1 (centres undefined) | -11
CN(CC(=O)N1CCN2CCNC(=O)C2C1)Cc1ccncc1 (centres undefined) | -6
Fc1ccc(C2CC(c3cccnc3)=Nc3nnnn32)cc1 (centres undefined) | -6
Cc1ncc2c(c1CNC(=O)c1cn[nH]n1)CCNC2 | 16
CCCCCCCCC(=O)NCc1ccc(O)c(OC)c1 | -10
CCc1csc(CNC(C)Cn2cncn2)n1 (centres undefined) | -12
NCCc1c[nH]c2ccc(F)cc12 | 12
Oc1cc(Cl)cc(Cl)c1 | 20
CNC(C)CC1CCCCC1 (centres undefined) | -9
S=C=NCc1ccccc1 | -11

High-throughput results from PubChem.

These rows are one share of the data; count on the stated rates, not on these rows.
